BCLXL inh – blocks human Bcl-xL binding to Bim BH3 peptide; inhibition, % at 10.9 µM; hit rate 0.7% among 320,000; GST-Bcl-xL / FITC-Bim BH3 peptide fluorescence polarization;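 active means inhibition above the mean of all tested compounds plus 3 SD, cutoff set per campaign, cut at about 30% in these data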;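 further: 0% = DMSO wells and 100% = unlabeled Bim-BH3 peptide competitor; inhibitors lower millipolarization by displacing the labeled peptide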
GLD-1 RNA inh – GLD-1-TGE RNA interaction inhibition (C. elegans); Q17339; purified GLD-1 + fluorescein TGE RNA, fluorescence polarization; inhibition, % at 5.96 µM; hit rate 0.44% among 320,000; AID 2280;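 active means percent inhibition above a per-plate cutoff, the plate mean of test compounds plus 3 SD, cut at about 30% in these data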;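 further: 0% = DMSO wells with GLD-1 and probe and 100% = wells lacking GLD-1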
Fam108B counter – Fam108B inhibition, counter-screen for RBBP9 inhibitors | AID 1947 | inhibition, % at 9.51 µM | hit rate 0.33% among 300,000 | recombinant Fam108B, FP-Rh probe fluorescence polarization;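 active means inhibition above the screen mean inhibition plus 3 SD, computed separately per campaign, cut at about 18% in these data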;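 further: inhibitors lower polarization as less probe binds the enzyme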
MCL1-BIM inh – MCL1-BIM-BH3 interaction inhibition (human); Q07820; GST-MCL1 / FITC-Bim-BH3 fluorescence polarization; inhibition, % at 10.9 µM; hit rate 0.68% among 320,000;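 active means inhibition above the mean inhibition of all tested compounds plus 3 SD, set per campaign, cut at about 40% in these data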;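 further: 0% = DMSO wells and 100% = unlabeled Bim-BH3 peptide control; higher means more loss of mP so more displacement of Bim peptide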
Target sequence (Q07820 whole entry, looked up): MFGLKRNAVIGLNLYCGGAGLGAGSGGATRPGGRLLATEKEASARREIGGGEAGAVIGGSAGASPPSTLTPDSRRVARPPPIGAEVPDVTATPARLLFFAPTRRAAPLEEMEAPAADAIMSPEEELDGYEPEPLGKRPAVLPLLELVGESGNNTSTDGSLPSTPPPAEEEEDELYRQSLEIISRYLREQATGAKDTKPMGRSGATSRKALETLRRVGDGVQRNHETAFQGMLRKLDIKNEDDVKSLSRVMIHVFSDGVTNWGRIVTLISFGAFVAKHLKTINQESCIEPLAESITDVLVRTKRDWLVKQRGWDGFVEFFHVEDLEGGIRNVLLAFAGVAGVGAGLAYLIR
MEX-5 binding – C. elegans MEX-5 TCR-2 RNA binding activity; Q9XUB2; MEX-5/FITC-TCR2 RNA binding, fluorescence polarization; stronger effect = lower value; activity score (negative = inhibition of binding), % at 10 µM; hit rate 0.38% among 300,000; AID 1832;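 active means inhibition past about -25% in most replicates, and total fluorescence under double the plate's negative control median, limit read from the data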;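 further: 0% = DMSO and -100% = 5 µM competing unlabeled TCR2 RNA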
Target sequence (Q9XUB2 whole entry, looked up): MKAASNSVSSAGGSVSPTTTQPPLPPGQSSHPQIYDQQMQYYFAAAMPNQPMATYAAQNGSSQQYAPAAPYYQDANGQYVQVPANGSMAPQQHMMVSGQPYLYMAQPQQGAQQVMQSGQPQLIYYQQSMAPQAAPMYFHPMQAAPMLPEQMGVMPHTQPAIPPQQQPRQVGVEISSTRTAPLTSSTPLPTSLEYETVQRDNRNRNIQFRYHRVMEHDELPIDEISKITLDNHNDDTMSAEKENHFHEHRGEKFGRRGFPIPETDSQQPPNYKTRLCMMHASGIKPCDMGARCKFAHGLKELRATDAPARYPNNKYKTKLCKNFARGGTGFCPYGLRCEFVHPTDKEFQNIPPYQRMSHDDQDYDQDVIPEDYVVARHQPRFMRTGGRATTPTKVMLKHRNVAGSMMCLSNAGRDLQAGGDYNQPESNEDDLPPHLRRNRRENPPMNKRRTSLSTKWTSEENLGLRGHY
AHR act – activators of human aryl hydrocarbon receptor | P35869 | AHR-responsive luciferase reporter cells, luminescence | activation, % at 5 µM | hit rate 2.5% among 320,000 | AID 2796; in the data active means activation above about 47%;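 further: 0% = vehicle wells and 100% = reference agonist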
pPAFAH FP inh – pPAFAH (human) enzyme inhibition; Q13093; recombinant pPAFAH, FP-rhodamine probe fluorescence polarization; inhibition, % at 3.39 µM; hit rate 1.5% among 330,000;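 active means inhibition above the mean inhibition across the screen plus 3 SD, cut at about 25% in these data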;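 further: inhibitors block binding of the rhodamine activity-based probe so polarization drops; 0% = enzyme with DMSO and 100% = wells lacking pPAFAH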
PAFAH1B2 inh – PAFAH1B2 (human) inhibition. P68402. recombinant PAFAH1B2, FP-rhodamine activity probe, fluorescence polarization. inhibition, % at 3.39 µM. hit rate 1.2% among 340,000. AID 492953;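 active means inhibition above the mean of all tested compounds plus 3 SD, cut at about 24% in these data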;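 further: 0% = enzyme with DMSO and 100% = wells lacking PAFAH1B2; many of its hits are not listed in these tables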
Target sequence (P68402 whole entry, looked up): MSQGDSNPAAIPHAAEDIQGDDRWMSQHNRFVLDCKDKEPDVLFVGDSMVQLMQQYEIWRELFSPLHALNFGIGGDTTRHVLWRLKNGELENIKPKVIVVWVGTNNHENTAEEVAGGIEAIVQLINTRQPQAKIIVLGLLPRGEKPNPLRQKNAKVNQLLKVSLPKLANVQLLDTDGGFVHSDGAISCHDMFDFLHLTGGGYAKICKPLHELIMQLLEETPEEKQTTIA
PME-1 primary – PME-1 (human) inhibition. Q9Y570. recombinant PME-1, FP-Rh probe fluorescence polarization. inhibition, % at 5.9 µM. hit rate 0.53% among 320,000;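 active means inhibition above the campaign mean of all compounds plus 3 SD, cut at about 26% in these data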;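 further: competitive labeling of PME-1 active site by serine hydrolase directed probe; 0% = PME-1 with DMSO and 100% = wells lacking PME-1 enzyme; inhibitors block probe labeling so polarization falls and inhibition rises; many of its hits are not listed in these tables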
Numbers without * were called inactive; . = not tested or not shown; & = joins results of further samples. Only part of the results is shown (hit frequency here may not be typical).

SMILES	BCLXL inh	GLD-1 RNA inh	Fam108B counter	MCL1-BIM inh	MEX-5 binding	AHR act	pPAFAH FP inh	PAFAH1B2 inh	PME-1 primary
Cc1ccc(-n2ncc3c(N4CCC(C(N)=O)CC4)ncnc32)c(C)c1	2	7	-2	5	-1.9	3	-1	2	3
COc1ccc(N2CCN(C(=O)Cc3ccc(C)cc3)CC2)cc1	1	3	2	-1	-0.8	1	0	-1	-4
CCCCCCCCCCCCCCCC[n+]1cccc(C(=O)N(CC)CC)c1	11	-1	3	13	-9.0	0	32*	3&1	-1
Cn1c(=O)c(=O)n(C)c2cc(N3CCCC3)c(NS(=O)(=O)c3ccc(F)cc3)cc21	14	4	2	8	-2.4	2	2	3	2
O=C(NCCNCc1cccs1)c1ccccc1F	6	-7	0	-3	-2.7	4	-4	-1	4
CN(C)/C=C1/OC(=O)C(C#N)=C1c1ccc(Cl)cc1	0	-11	4	-3	-0.4	-1	1	2	4
N#C/C(=C\c1c(N2CCCCC2)nc2ccccn2c1=O)C(=O)NC1CCS(=O)(=O)C1 (stereo unspecified)	4	3	2	5	0.5	7	-1	4	-5
Cc1ccc(C)n1-c1ccc(-c2nnc3n2CCCCC3)s1	4	14	-4	4	0.8	-1	10	3	6
COC(=O)c1cc(C(=O)CSc2nc(C)cc(C)n2)ccc1O	-7	-1	-3	-3	0.3	10	3	7	-3
CN1CCN(c2nc3c(c(=O)n(C)c(=O)n3C)n2Cc2ccccc2F)CC1	-1	6	2	-3	-1.3	3	-7	2	5
CSCC[C@H](NC(=O)C(C)(C)Oc1ccc(Cl)cc1)c1nc2ccccc2[nH]1	7	-1	0	-11	0.1	3	-8	8	0
Cc1ccc2sc(N(CCCN(C)C)C(=O)c3ccc(S(=O)(=O)N(C)C)cc3)nc2c1C	4	-35	2	6	2.3	-2	1	2	4
COC(=O)CNS(=O)(=O)c1ccc(C)cc1	0	-1	-4	6	-1.4	1	4	2	2
O=C(Nc1ccc(Cl)cc1)c1ccncc1	0	-9	-2	-8	-0.5	24	-3	1	5
OC(Cn1cccn1)c1ccccc1 (stereo unspecified)	6	4	2	8	-1.3	-2	-1	2	0
Cc1ccc(N2CC(C(=O)N3CCCCCC3)CC2=O)cc1 (stereo unspecified)	6	2	-1	-3	1.8	-1	-1	0	4
C=CCOc1ccc(C(=O)Nc2ncn[nH]2)cc1	0	1	-1	8	5.7	66*	2	2	-8
Cc1cc2c(c(=O)o1)C(C1C=CCCC1)C(C#N)=C(N)O2 (stereo unspecified)	1	-10	-5	-7	-4.6	1	6	9	2
N#Cc1c(N)nc2c(c1-c1ccc(F)cc1)CCC2	5	-1	3	6	-0.1	-2	4	2	10
Cc1ccc(S(=O)(=O)NCC2CCC(C(=O)NCc3cccnc3)CC2)cc1 (stereo unspecified)	2	1	0	0	-4.4	0	4	2	4
Nc1c(-c2ccc(Cl)cc2)cnn1-c1ccccc1	-2	-8	0	-2	-0.2	-4	4	2	2
O=C(COC(=O)C1CCC(=O)N1)Nc1ccccc1OC(F)F (stereo unspecified)	.	3	.	.	.	-2	-10	4	.
S=C(NC1CCCCC1)N1CCN(C2CCCCC2)CC1	7	-2	2	-3	2.6	-2	1	-2	-3
O=C(Nc1ccc(F)cc1)Nn1cnnc1	3	-4	0	3	0.7	0	0	2	0
CNc1ccccc(C(=O)/C=C/c2ccccc2OC)c1=O	24	5	2	41*	-17	33	28*	4	4
(continued)
SMILES	BCLXL inh	GLD-1 RNA inh	Fam108B counter	MCL1-BIM inh	MEX-5 binding	AHR act	pPAFAH FP inh	PAFAH1B2 inh	PME-1 primary
COC(=O)c1ccc([N+](=O)[O-])cc1N1C(=O)C2C3CCC(C3)C2C1=O (stereo unspecified)	-2	8	-3	0	1.0	-3	-6	-1	5
CCOC(=O)c1c(C)cc(=O)oc1C	1	0	-3	-2	-0.3	-1	4	3	0
O=S(=O)(Nc1ncccn1)c1ccc(-n2cnnn2)cc1	0	0	-1	-2	-1.0	1	-3	-1	3
Cc1nn(-c2ccccc2)c(Cl)c1/C=N/NC(=O)c1cccnc1	-4	3	1	-5	0.3	34	10	-3	-2
O=C(NC1(C(=O)NC2CCCCC2)CCCCC1)c1ccc2c(c1)OCO2	2	3	0	6	0.1	0	2	0	2
CCOCN(C(=O)Cn1c(CO)nc2ccccc21)c1c(C)cccc1CC	4	7	0	6	0.0	-1	-1	3	-1
Cc1ccc(Cl)c2c1NC(=O)C2=O	.	1	.	.	.	8	3	-4	.
CCN(CC)C(=O)c1ccc2c(c1)nnn2C	6	5	-1	3	1.7	0	1	-1	-2
Cc1c(CN2CCN(c3cccc(C(F)(F)F)c3)CC2)c(=O)n(-c2ccccc2)n1C	7	-1	-4	3	1.8	3	2	-2	-2
O=C(COc1ccccc1F)N1CCc2ccccc2C1	5	5	0	9	0.6	-8	6	6	3
O=C(CNc1ccccc1)N/N=C/c1c(O)ccc2ccccc12	5	4	6	12	-0.8	22	16	12	38*
COc1cc(Br)c(-c2sc(Nc3ccccc3)n[n+]2-c2ccccc2)cc1OC	2	-4	-3	8	2.6	4	9	3	5
CCOC(=O)[C@H]1[C@H]2COc3ccc(Cl)cc3[C@@H]2N2C(=O)c3ccc(C)cc3NC(=O)[C@@]12C	6	-2	-6	4	.	2	-2	-4	-2
CCCCN(CCCNC(=O)c1c(C)cc(=O)oc1C)c1ccccc1	-6	11	4	0	-0.7	1	11	4	10
Cc1cc2nccc(-c3ccc(OCCCF)cc3)n2n1	0	4	4	-1	0.3	16	3	4	2
CC(C)C(=O)Nc1c2c(nn1-c1ccc(F)cc1)CSC2	-1	0	2	-3	2.2	0	3	2	-1
Cc1cccc(OCC(=O)NNC(=O)c2cc3ccccc3oc2=O)c1	7	0	1	8	0.3	-3	3	6	-3
CCOc1ccccc1C(=O)Nc1cc2c(cc1N1CCCC1)n(CC)c(=O)n2CC	7	2	-1	3	.	4	24	0	13
CCOC(=O)c1c(NC(=O)COc2ccccc2)sc2c1CC(C)(C)NC2(C)C	2	2	-3	6	-2.0	2	6	6	-3
COc1ccccc1NC(=O)c1sc2nc3n(c(=O)c2c1C)CCC3	0	2	-2	8	-1.3	7	0	-2	-1
CN(C)S(=O)(=O)c1ccc(C(=O)NNC(=O)C23CC4CC(CC(C4)C2)C3)cc1	.	3	.	.	.	0	1	12	.
Cc1nn(-c2cccc(Cl)c2)c2c1C(c1cccnc1)C(C#N)=C(N)O2 (stereo unspecified)	2	5	4	-10	-1.4	7	14	-2	0
COc1cccc(-c2ccc3ncnc(NCc4cccc(C)c4)c3c2)c1	4	-4	.	0	.	12	0	-4	-55
COc1cccc(C(=O)Nc2ccc(NC(=O)Cc3ccccc3)cc2)c1	0	5	1	-2	4.3	0	-3	-3	1
COc1cccc(OC)c1OCCCOc1ccc(C)cc1Br	3	8	3	16	0.4	12	5	3	3
Carrying on:
SMILES	BCLXL inh	GLD-1 RNA inh	Fam108B counter	MCL1-BIM inh	MEX-5 binding	AHR act	pPAFAH FP inh	PAFAH1B2 inh	PME-1 primary
CCOc1ccc(C(=O)NCC(=O)OCCCOC(=O)CNC(=O)c2ccc(OCC)cc2)cc1	1	5	5	-15	2.5	0	-2	1	5
Cc1ccc(S(=O)(=O)n2c([N+](=O)[O-])cnc2C)c(C)c1C	4	-6	2	9	1.5	1	-1	3	-1
CCc1nn2c(=O)cc(COc3ccc(/C=C4\C(=N)N5N=C(CC(C)C)SC5=NC4=O)cc3)nc2s1	6	3	-2	7	-2.3	2	1	.	-1
C/C(CC(=O)NCc1ccco1)=N\NC(=O)CC#N	2	0	-1	1	0.1	6	3	0	3
O=C(NNc1ccc(Cl)cc1)c1cccs1	8	-3	-1	0	-1.2	5	5	5	-4
CCN(CC(=O)NCCCN1CCOCC1)S(=O)(=O)c1cc(Cl)ccc1Cl	3	1	3	3	5.2	0	2	1	1
Cc1cc(Br)ccc1NC(=O)c1ccc(-n2cncn2)c([N+](=O)[O-])c1	1	6	0	-4	-0.9	66*	3	3	1
Cc1ccc(S(=O)(=O)NC2CCC(C(=O)O)CC2)cc1 (stereo unspecified)	2	-1	-2	3	-0.7	-2	-5	1	-7
Cc1nc(-c2ccccc2)nc(-c2ccccc2)n1	9	-2	-2	8	4.1	17	0	3	-2
O=C(CSc1nnc(Nc2ccccc2F)s1)NCC1CCCO1 (stereo unspecified)	.	-3	.	.	.	0	1	4	.
c1ccc(CCN=C2CCCc3c2[nH]c2ccccc32)cc1	6	1	1	6	-1.2	2	3	0	2
CC1CN(C(=O)COc2ccc3c(-c4ccccc4)cc(=O)oc3c2)CC(C)O1 (stereo unspecified)	-7	8	.	-12	.	0	-1	1	0
O=C(c1cccs1)N1CCN(S(=O)(=O)c2cccs2)CC1	-3	3	-1	-1	0.2	3	5	6	-1
CCOC(=O)c1c(Nc2ccccc2)sc(/C=C2\C=Nc3ccccc32)c1O	1	-44	5	3	0.3	-5	12	4	9
CC(=O)NC(Cc1ccccc1)c1ccc2c(c1)OCCCO2 (stereo unspecified)	10	0	-2	12	0.5	1	4	4	-1
Cc1ccc(NC(=O)N2CCCC2C(=O)Nc2nnc(C(C)C)s2)cc1 (stereo unspecified)	2	-1	1	-4	-1.9	0	3	7	-2
CN1CCN(c2ccc(CNC(=O)c3ccc4c(c3)OCCO4)cc2)CC1	8	5	3	5	2.4	1	0	7	-1
CN(C)C(=O)c1cc(C(=O)c2ccc(Cl)cc2Cl)c[nH]1	4	10	-10	2	0.9	5	15	-1	1
Cc1cc(C(=O)NCCC(c2ccccc2)c2ccccc2)c(C)o1	6	-9	0	1	-0.5	11	-4	6	-3
O=C(NC(=S)NCCN1CCOCC1)c1ccccc1Cl	2	5	-2	7	0.4	-1	5	3	0
CCOC(=O)CN(C(=O)CSc1nnc(C)n1-c1ccccc1)c1ccccc1	4	10	1	3	1.7	-1	-4	1	-4
O=C(c1cc2ccccc2oc1=O)N1CCOCC1	3	3	-3	-1	0.3	0	2	-3	1
COc1ccc(CCN(C)C(=O)C2CCN(Cc3ccccc3)CC2)cc1OC	4	7	1	12	0.8	1	0	5	0
O=C(NCc1ccccc1)C1=C[C@@H](c2ccccc2)C[C@@H](OCCCCO)O1	-4	-1	-4	3	0.7	0	3	-4	2
CS(=O)(=O)N1CCC(C(=O)Nc2ccc(F)cc2F)CC1	2	2	2	-1	3.1	-1	2	0	0
(listing goes on)
SMILES	BCLXL inh	GLD-1 RNA inh	Fam108B counter	MCL1-BIM inh	MEX-5 binding	AHR act	pPAFAH FP inh	PAFAH1B2 inh	PME-1 primary
Cc1cccc(NCN2C(=O)c3ccncc3C2=O)n1	2	1	-3	5	-1.8	-1	6	0	1
O=C(NCCCl)Nc1cccnc1Cl	7	-2	-2	-2	2.0	-1	4	3	-4
Cc1ccc(S(=O)(=O)N2CCN(CC(=O)N/N=C\C(Cl)=C\c3ccccc3)CC2)cc1	6	5	-5	5	0.0	0	3	7	2
COC(=O)c1cccc(NC(=O)COC(=O)CSc2nc(C)cc(C)n2)c1	135*	4	2	7	-0.3	-2	10	1	2
COc1cc(NC(=O)CCC(=O)O)nc(OC)n1	0	1	-1	-1	0.2	0	5	4	-1
CCN(C(=O)COc1cc(=O)n(CC)c2ccccc12)c1cccc(Cl)c1	9	2	4	15	0.4	2	27*	6	4
Cc1c(C)n(C(=O)CSc2ncn[nH]2)c2ccccc12	10	-2	-2	5	1.2	-4	1	5	5
O=C(NCc1n[nH]c(=S)n1-c1ccc(Br)cc1)c1ccc(S(=O)(=O)N2CCCCC2)cc1	-6	-1	2	-12	0.4	3	4	30*	-2

Compound activity deposited in PubChem BioAssay by several laboratories.
